# Screening results: PubChem BioAssay, several laboratories
# hgDAF12 agonist: activates the H. glycines DAF-12 receptor ligand-binding domain; HEK293 GAL4-hgDAF12 UAS-luciferase reporter, agonist luminescence; normalized to butyrate control; activation, % at 6.8 µM; 1.8% of 370,000 active;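 active means activation above a cutoff set at the mean of all screened compounds plus 3 SD, cut at about 10% in these data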;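 further: 0% = DMSO wells and 100% = sodium butyrate wells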
# SMARCA2 act: increases SMARCA2 function in MMTV reporter cells; MG213 cells, MMTV-luciferase reporter, dexamethasone, overnight; activation, % at 9.1 µM; 1% of 370,000 active; AID 652017; in the data active means activation above about 7.8%;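 further: 0% = vehicle wells and 100% = reference activator wells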
# hcDAF-12 act: activators of H. contortus DAF-12 nuclear receptor. HEK293 hcDAF-12 lit1-tk-luc reporter, luminescence; 0% DMSO, 100% Δ7-dafachronic acid. activation, % at 6.8 µM. 1.4% of 370,000 active;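 active means activation above the mean of all tested compounds plus 3 SD, cut at about 5.5% in these data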;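 further: 100% = response to 3 µM Δ7-dafachronic acid high control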
# GC-B act: GC-B (human) receptor activation; HEK293-GC-B cells, CNP EC30, cGMP TR-FRET; 0% at EC30 CNP, 100% saturating CNP; P20594; activation, % at 10 µM; AID 1920062; 0.11% of 370,000 active;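 active means activation at 10 µM reaching about 35% in either raw or pattern-adjusted values, limit read from the data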
# FXN GAA850 act: activators of GAA850 frataxin (FXN) promoter | 0.56% of 360,000 active | HEK293 lucGAA850 FXN promoter luciferase reporter, 24 h; percent of 10 µM SAHA response | activation, % at 6 µM;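 active means activation above the average of all compounds screened plus 3 SD, cutoff fixed separately per campaign, cut at about 7.5% in these data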;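 further: 0% = DMSO wells and 100% = 10 µM SAHA wells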
# GC-A act: GC-A (human) enzyme activation. HEK293 GC-A cells, cGMP TR-FRET, EC30 ANP; 0% at EC30 ANP, 100% saturating ANP. activation, % at 10 µM. 0.14% of 370,000 active; in the data active means activation above about 40%
# Target sequence (P16066 whole entry, looked up): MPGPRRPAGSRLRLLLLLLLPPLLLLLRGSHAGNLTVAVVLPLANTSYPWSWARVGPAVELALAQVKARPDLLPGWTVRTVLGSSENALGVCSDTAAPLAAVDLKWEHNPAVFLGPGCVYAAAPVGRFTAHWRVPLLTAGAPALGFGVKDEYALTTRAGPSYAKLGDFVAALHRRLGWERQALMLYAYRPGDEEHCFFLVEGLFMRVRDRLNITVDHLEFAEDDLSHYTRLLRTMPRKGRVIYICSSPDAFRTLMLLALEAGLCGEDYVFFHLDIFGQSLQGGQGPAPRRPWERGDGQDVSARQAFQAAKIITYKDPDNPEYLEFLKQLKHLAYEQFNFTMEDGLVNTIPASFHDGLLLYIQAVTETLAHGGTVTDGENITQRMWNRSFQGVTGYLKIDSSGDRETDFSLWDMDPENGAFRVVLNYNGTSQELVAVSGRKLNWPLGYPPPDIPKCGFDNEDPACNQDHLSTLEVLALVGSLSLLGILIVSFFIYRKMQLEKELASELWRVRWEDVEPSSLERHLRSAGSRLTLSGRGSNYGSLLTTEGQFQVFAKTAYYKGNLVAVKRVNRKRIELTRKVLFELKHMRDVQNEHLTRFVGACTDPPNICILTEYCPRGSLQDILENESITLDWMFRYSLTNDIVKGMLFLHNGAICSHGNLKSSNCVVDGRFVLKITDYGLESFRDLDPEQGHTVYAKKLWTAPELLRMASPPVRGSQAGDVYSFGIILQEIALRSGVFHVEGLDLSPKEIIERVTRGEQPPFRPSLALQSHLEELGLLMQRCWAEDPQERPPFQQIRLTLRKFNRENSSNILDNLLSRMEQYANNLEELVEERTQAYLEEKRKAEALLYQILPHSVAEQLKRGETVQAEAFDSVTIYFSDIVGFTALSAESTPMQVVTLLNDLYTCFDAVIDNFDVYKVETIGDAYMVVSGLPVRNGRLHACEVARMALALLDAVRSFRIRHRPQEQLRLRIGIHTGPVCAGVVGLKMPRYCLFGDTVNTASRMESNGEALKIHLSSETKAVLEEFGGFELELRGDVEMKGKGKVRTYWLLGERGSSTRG
# ssDAF12 agonist: activates DAF-12 receptor from parasite S. stercoralis; activation, % at 6.8 µM; AID 652126; HEK293 ssDAF-12/GRIP1 lit1-tk-luc reporter, luminescence; % of 3 µM dafachronic acid response; 1% of 370,000 active;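 active means activation above the mean over all tested compounds plus 3 SD, cut at about 0.9% in these data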;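 further: 0% = DMSO-only wells and 100% = 3 µM delta7-dafachronic acid wells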
# DAX1 inh-1: inhibits human nuclear receptor DAX1 | AID 504766 | inhibition, % at 6.75 µM | HEK293 Gal4-DAX1 luciferase reporter, luminescence | 0.99% of 340,000 active | P51843;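 active means inhibition above the mean over all tested compounds plus 3 SD, cut at about 4.2% in these data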;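 further: 0% = DAX1-transfected cells with DMSO and 100% = empty-vector control cells with DMSO; inhibition shows as a rise in luminescence from relieved DAX1 repression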
# ADAM10 inh: inhibitors of human ADAM10; O14672; AID 720582; 0.62% of 370,000 active; inhibition, % at 7 µM; recombinant ADAM10, EDANS/DABCYL FRET peptide cleavage, 3 h;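 active means inhibition above a per-campaign cutoff equal to the mean of compounds falling between control-based bounds plus 3 SD, cut at about 20% in these data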;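 further: 0% = DMSO wells while the 100% control is not disclosed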
# sPLA2-III inh: Inhibits HGIII-sPLA2 liposome hydrolysis, primary screen; Q9NZ20; 0.56% of 370,000 active; inhibition, % at 12.2 µM; AID 743126; QFRET BODIPY PC-A2 liposome hydrolysis, fluorescence;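 active means inhibition above mean plus 3 SD of compounds lying within the high and low control bounds, cut at about 19% in these data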;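 further: 0% = median of test compound wells and 100% = no enzyme DMSO wells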
# DAX1 inh-2: inhibitors of DAX1 repression of SF-1 activated StAR promoter; HEK293T StAR-luciferase reporter, SF-1/DAX-1 repression relief; inhibition, % at 6.8 µM; 1.1% of 370,000 active; AID 652010;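 active means inhibition above the mean over all tested compounds plus 3 SD, cut at about 3.6% in these data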;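 further: 0% = DAX-1 cells with DMSO and 100% = cells lacking DAX-1 with DMSO; higher inhibition means more luminescence from relief of DAX-1 repression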
# Numbers without * were called inactive; . = not tested or not shown.
SMILES,hgDAF12 agonist,SMARCA2 act,hcDAF-12 act,GC-B act,FXN GAA850 act,GC-A act,ssDAF12 agonist,DAX1 inh-1,ADAM10 inh,sPLA2-III inh,DAX1 inh-2
O=C1NC[C@@H](CCCCN2C[C@H](Cc3ccccc3)N(CC3CCCCC3)C(=O)C2=O)N(CCc2ccccc2)C1=O,0.8,-2,-1.1,4,.,4,-0.9,.,-12,2,-1.1
O=C(CCNC(=O)c1ccc(Cl)cc1)Nc1ccc(S(=O)(=O)N2CCOCC2)cc1,-1.6,1,-0.7,0,0.6,-5,-1.6,0.1,0,-16,-1.7
C[C@@H]1CN(Cc2cn(C)nc2-c2cccc(Cl)c2)C[C@H](C)O1,0.3,0,-0.6,-3,0.3,-1,-0.6,0.0,2,3,0.4
CC(NC(=O)C1CCN(S(=O)(=O)N2CCC3(CC2)OCCO3)CC1)c1ccccc1 (centres undefined),-0.5,-2,-0.5,.,0.2,.,0.7,0.6,-4,7,-0.2
CCCCn1c(N)c(N(CCOC)C(=O)c2ccco2)c(=O)[nH]c1=O,2.3,-2,-1.4,-2,-0.2,1,-0.1,0.8,0,11,2.4
CCN(c1ccccc1)S(=O)(=O)c1cc2c(cc1C)N(C)CCO2,4.2,-2,-0.9,-12,-0.5,-12,-0.9,3.5,-2,-3,-0.7
O=C(O)C(Cc1ccccc1)N1C(=O)/C(=C/C=C/c2ccco2)SC1=S (centres undefined),-3.0,2,1.5,1,-0.8,-23,-0.9,0.9,-16,1,-0.6
O=C(Nc1nnc(CC(=O)N2CCOCC2)s1)c1cccs1,2.1,-1,-2.4,2,-0.8,1,-1.0,0.0,1,-1,0.1
N#C/C(=C(/O)CSc1ccccn1)c1nc2ccccc2s1,-0.2,3,1.1,1,4.5,1,0.4,-0.5,-7,-10,-1.6
COc1cc(C)ccc1OCCCOc1ccccc1Cl,8.9,9.5*,1.1,-10,5.0,-6,-0.1,2.5,12,-2,1.3
O=C(Nc1ccc(F)c(Cl)c1)c1ccc2sc([C@@H]3O[C@H](CO)[C@H](O)[C@H](O)[C@H]3O)nc2c1,1.9,-2,1.3,2,0.9,-1,-0.3,.,1,-3,1.3
CC(C)C(=O)c1cn(CC(=O)NCc2ccc3c(c2)OCO3)c2ccccc12,-2.2,-7,-1.1,1,0.2,-2,-1.1,0.9,-9,-6,-1.0
COC(=O)c1ccc(OC)c(OC2CCCC2)c1,0.6,3,-0.8,5,-0.7,4,-0.6,6.3*,3,0,-0.3
COc1ccc(OC)c(NC(=O)C2(C)CCN2C(=O)Cc2ccccc2)c1 (centres undefined),-1.2,-2,0.1,-1,-0.8,-2,-0.8,.,5,-1,-1.0
Cc1ccc(N(CC(=O)Nc2cccc(C)c2)S(=O)(=O)c2cccc3nonc23)cc1,-2.0,0,-1.7,0,-0.9,-7,-1.1,-1.2,4,-17,-0.5
COc1ccc(C)cc1NC(=O)CCN1CCN(C/C=C/c2ccccc2)CC1,-2.2,-3,-2.1,-6,1.0,-4,-1.7,-3.3,-2,-16,-0.3
Oc1ccc2ccccc2c1CNc1ccccc1,5.5,-1,3.2,-1,4.3,9,1.7*,-0.6,-58,1,0.1
Cc1cc(Cl)nc(Cl)c1C(=O)NCCc1ccccc1,5.2,2,1.7,0,1.0,-2,-0.4,0.5,-1,0,0.9
CCc1nc(SCC(=O)N2c3ccccc3CC2C)c2c(C)c(C)sc2n1 (centres undefined),-6.9,-2,-1.6,-7,-8.1,0,-2.3,-2.5,4,0,-0.5
CN(C)CCNC(=O)Cn1nc(C(F)F)cc1C1CC1,0.8,-2,1.0,3,-0.5,1,-1.3,-0.4,-4,6,0.1
CCC(CO)Oc1cc(NCc2ccccc2F)c2ncn(C(C)C)c2c1 (centres undefined),-1.4,0,-1.1,9,0.5,2,-1.4,-2.3,-14,-4,-0.9
Nc1n[nH]c(CCCO)n1,1.2,1,0.5,2,2.5,3,-0.7,-0.2,5,3,-0.7
CC(C)(C)OC(=O)NCCCCCc1nnc(SCc2ccc(F)cc2)o1,-2.0,-3,-2.1,1,-1.2,-2,-1.7,.,8,-6,-0.7
COC(=O)CN1C(=S)N(Cc2ccccc2)C(=O)C1CC(=O)Nc1ccc(OC)cc1 (centres undefined),0.6,-1,-0.5,1,2.9,2,-0.6,-0.1,2,-5,-0.1
N/C(Cc1ccc(Cl)cc1)=N\OC(=O)CCc1ccccc1,1.1,-3,-1.5,2,1.0,-2,-0.9,0.9,-43,5,-1.1
CCC(C)(C(=O)NC1CCCC1)N(C(=O)c1cnccn1)c1ccccc1 (centres undefined),2.5,1,4.1,-2,-0.5,-3,-0.1,0.7,-8,2,-0.3
NC(N)=N/N=C/c1ccc(OCc2ccccc2)c(OCc2ccccc2)c1,1.8,-10,-1.2,-4,0.2,-14,-1.0,-0.1,14,-10,-0.9
COc1ccc(OC)c(S(=O)(=O)Nc2ccc3oc(C)c(C(C)=O)c3c2)c1,-2.2,-4,-1.4,-5,-0.2,-5,-0.6,-0.9,1,7,-0.6
COc1ccc(C(=O)NNc2ccccc2)cc1,-0.6,10*,-0.1,3,1.4,3,-1.2,0.5,3,3,-0.4
CC1CCN(C(=O)CN2C(=O)COc3ccc(Cl)cc32)CC1,-0.7,4,-2.9,2,-0.7,0,-0.7,-1.4,7,3,0.4

# Ordered by value in GC-A act (falling): 3 from the list above.
mol	GC-A act
COC(=O)CN1C(=S)N(Cc2ccccc2)C(=O)C1CC(=O)Nc1ccc(OC)cc1 (centres undefined)	2
CN(C)CCNC(=O)Cn1nc(C(F)F)cc1C1CC1	1
Cc1cc(Cl)nc(Cl)c1C(=O)NCCc1ccccc1	-2

# Remaining list, next part
SMILES,hgDAF12 agonist,SMARCA2 act,hcDAF-12 act,GC-B act,FXN GAA850 act,GC-A act,ssDAF12 agonist,DAX1 inh-1,ADAM10 inh,sPLA2-III inh,DAX1 inh-2
Cc1cccc(NC(=O)/C=C/c2cccs2)n1,13*,12*,6.2*,2,4.1,-5,-0.4,1.0,5,3,3.1
CC(C)c1ccc(CNC(=O)C(=O)NCCCn2ccnc2)cc1,0.7,2,-0.3,5,-0.1,7,-1.2,0.0,8,-5,-0.6
O=c1[nH]cnc2scc(-c3ccc(Br)cc3)c12,0.3,-2,-1.1,-6,3.9,-4,-2.2,-0.6,7,-14,0.4
CCC/C=C/c1ccc(CN2C(CC(C)C)C(=O)N(Cc3cn(CCC4OCCCO4)nn3)CCS2(=O)=O)cc1 (centres undefined),-1.5,-2,-1.3,-4,-0.8,5,-1.3,0.9,11,-34,-1.6
O=C(NC1CCCCC1)C12CC3CC(C1)CC(n1cncn1)(C3)C2,0.3,-1,-0.4,6,1.9,0,-1.3,1.1,1,1,1.1
COc1ccccc1S(=O)(=O)c1ccccc1[N+](=O)[O-],0.8,0,0.3,-2,-2.9,0,-1.5,-1.4,5,-1,-0.4
CCCCN1C2=NC(c3ccccc3)CN2c2ccccc21 (centres undefined),-0.9,-1,-1.1,-26,-0.9,-27,-1.9,-0.5,-1,-4,1.1
COC(=O)c1ccc(Cn2cnc3ccccc3c2=O)cc1,-0.5,-5,-2.3,1,1.0,2,-1.6,0.0,-1,3,0.4
CC(=O)c1ccc(NC(=S)NCCCN2CCOCC2)cc1,-1.0,-1,-2.2,3,-0.3,-5,-0.8,-0.3,-3,-1,-0.1
COc1ccc(S(=O)(=O)N2CCOCC2)cc1N(C)S(=O)(=O)c1ccc(C)cc1,-3.0,-3,1.7,3,-1.1,0,-0.8,0.0,-7,6,0.2
CCOC(=O)Cn1cc(C#N)c2ccccc21,3.6,-3,1.0,-10,-3.0,-24,-1.1,2.8,-3,-3,-0.2
CC(CNC(=O)c1cc(COc2c(F)cccc2F)on1)Oc1cccnc1 (centres undefined),-1.1,-2,1.1,1,-0.3,3,-1.4,-0.5,-3,-2,-0.2
O=C(COc1ccccc1CNC[C@H]1O[C@@H](n2ccc(=O)[nH]c2=O)[C@H](O)[C@@H]1O)N1CCCCC1,1.6,-4,1.4,1,.,-2,-0.7,.,-2,4,-0.5
COc1ccc(CNC(=O)CN(Cc2ccco2)C(=O)CNS(=O)(=O)c2ccc(F)cc2)cc1,-1.7,-3,0.0,9,-2.3,-6,-1.3,-0.2,-14,-1,-0.2
Cc1noc(C)c1COc1cccc(C(=O)OC(C)C#N)c1 (centres undefined),-0.9,-1,-1.1,2,-1.5,-3,-0.9,0.5,1,-5,-0.4

# Reprinted from the results shown, five compounds:
SMILES,hgDAF12 agonist,SMARCA2 act,hcDAF-12 act,GC-B act,FXN GAA850 act,GC-A act,ssDAF12 agonist,DAX1 inh-1,ADAM10 inh,sPLA2-III inh,DAX1 inh-2
COC(=O)c1ccc(Cn2cnc3ccccc3c2=O)cc1,-0.5,-5,-2.3,1,1.0,2,-1.6,0.0,-1,3,0.4
CC(=O)c1ccc(NC(=S)NCCCN2CCOCC2)cc1,-1.0,-1,-2.2,3,-0.3,-5,-0.8,-0.3,-3,-1,-0.1
COc1ccc(S(=O)(=O)N2CCOCC2)cc1N(C)S(=O)(=O)c1ccc(C)cc1,-3.0,-3,1.7,3,-1.1,0,-0.8,0.0,-7,6,0.2
CCOC(=O)Cn1cc(C#N)c2ccccc21,3.6,-3,1.0,-10,-3.0,-24,-1.1,2.8,-3,-3,-0.2
CC(CNC(=O)c1cc(COc2c(F)cccc2F)on1)Oc1cccnc1 (centres undefined),-1.1,-2,1.1,1,-0.3,3,-1.4,-0.5,-3,-2,-0.2

# New compounds follow.
SMILES,hgDAF12 agonist,SMARCA2 act,hcDAF-12 act,GC-B act,FXN GAA850 act,GC-A act,ssDAF12 agonist,DAX1 inh-1,ADAM10 inh,sPLA2-III inh,DAX1 inh-2
COc1ccc(C2CC(=O)C=C3c4ccc(OC)cc4CCC32)cc1 (centres undefined),-0.4,-3,-0.1,-7,3.0,1,-1.3,1.2,-26,15,-0.3
Cc1ccc(Cn2nnc3c2-c2ccccc2S(=O)(=O)N(C2CC2)C3)cc1,-0.5,-3,-3.7,-1,.,-1,-1.5,.,2,-1,-1.0
COCCNC(=O)NC(=O)COC(=O)Cc1ccc2c(c1)OCCO2,0.9,-1,0.9,6,-0.3,5,-0.7,-1.3,-4,1,-0.6
CC(=O)OC12CCCN(C1)/C(=C/c1cccc(Cl)c1)C2 (centres undefined),1.2,0,-1.2,2,.,3,-1.3,.,3,4,0.0
Cc1ccc(-n2nc3c(=O)n(CC(=O)NCCc4ccco4)nc(C)c3c2C)cc1,-2.6,-2,-2.6,-7,-1.6,0,-0.7,0.1,-1,2,-0.7
COc1ccc(Oc2ccc(N/C=C3\CCCC3=O)cc2)cc1,2.2,-2,-1.4,-3,-1.0,3,-1.2,-1.8,-2,12,-0.5
COc1c(O)cc2oc(-c3ccc(O)c(O)c3)cc(=O)c2c1O,3.0,8.2*,0.1,4,7.3,-5,-0.9,2.3,-2,-4,2.1
COC(=O)[C@@]1(Cc2ccccc2)[C@H]2C(=O)N(C)C(=O)[C@H]2[C@H]2CN(C)C(=NCc3ccccc3)N21,1.9,2,0.9,-11,-0.6,-14,-1.1,-0.2,-3,6,1.5

# Hits appear at their usual frequency; any-hit rate near 6.6%.
